# RSV antiviral HEp-2: RSV antiviral activity via CPE protection, HEp-2 cells, primary 10 µM value included (AID 2391). one-dose CPE inhibition, % at 10 µM; IC50 in µM for titrated hits. HEp-2 cells, RSV-induced CPE inhibition; higher % means a stronger effect. 310,000 tested, 0.13% active; in the data active = a potency from the dose series; inconclusive = CPE inhibition mostly from about 23% at the one dose, without a potency; inactive = the rest, 99 in 100 with CPE inhibition below about 21%; also: strong numbers were not always called active
# West Nile virus CPE: West Nile virus antiviral activity, cell-based, CPE readout (AID 1621); West Nile virus-infected cells, CPE inhibition; higher % means a stronger effect; CPE inhibition, % at 10 µM; hits with a dose series show IC50 in µM; 290,000 tested, 0.02% active; in the data active = a potency from the dose series; inconclusive = CPE inhibition mostly from about 3.7% at the one dose, without a potency; inactive = the rest, 99 in 100 with CPE inhibition below about 2.2%; also: strong numbers were not always called active
# Dengue-2 NS5 capping: Dengue-2 NS5 methyltransferase inhibitors, primary screen, biochemical, confirmation dose response (AID 588689) | Genome polyprotein (Dengue virus type 2 (strain 16681-PDK53)) | Dengue-2 NS5 methyltransferase capping enzyme assay, biochemical; higher % means a stronger effect | inhibition, % at 25 µM; hits with a dose series show IC50 in µM | 340,000 tested, 0.3% active; in the data active = a potency from the dose series; inconclusive = inhibition above about 29% without an active follow-up result
# XIAP displacement: XIAP antagonists, biochemical, IAP family, fluorescence polarization (AID 1018); E3 ubiquitin-protein ligase XIAP (Homo sapiens); XIAP BIR domain, fluorescence polarization peptide displacement; higher % means a stronger effect; displacement, % at 20 µM, or IC50 in µM where a hit was titrated; 200,000 tested, 0.007% active; in the data active = displacement above about 50%; also: a part of the inactive calls stands beside numbers as strong as those of hits
# CSM14.1 death rescue: rescue of cells from ER stress-induced death, primary screen, 384-well, CSM14.1, thapsigargin, ATP luminescence (AID 1222) | CSM14.1 thapsigargin-induced death rescue, ATP luminescence; higher % means a stronger effect | cellular ATP content (survival), % at 20 µM; hits with a dose series show EC50 in µM | 190,000 tested, under 10 active;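 active = EC50 below 50 µM in the dose-response confirmation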;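 also: death triggered by thapsigargin at about 15 µM added after 2 h compound pretreatment; cell ATP read after overnight thapsigargin exposure of roughly 18 to 22 hours; normalized against plate controls of thapsigargin alone and 5% DMSO vehicle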
# K1F lysis inhibition: inhibition of K1F phage lysis, E. coli UTI89, bacterial capsule biogenesis inhibitors, alamar blue (AID 488966) | E. coli UTI89 K1F phage lysis, alamar blue, 2 h; higher % means a stronger effect | 340,000 tested, 0.02% active | inhibition, % at 100 µM, or IC50 in µM where a hit was titrated;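 active = phage lysis inhibition, versus mean bacterial control, above a set limit; inconclusive = no clear call, values can overlap the other calls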;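 also: capsule biogenesis inhibitors block K1F phage lysis so surviving cells raise fluorescence; higher fluorescence means more inhibition of phage lysis; actives were called in the ten point dose series up to 300 µM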
# Large T inhibition: SV40 large T antigen inhibitors, biochemical (AID 1903). inhibition, % at 20 µM; hits with a dose series show IC50 in µM. 310,000 tested, 0.39% active. SV40 large T antigen ATPase/helicase inhibition assay; higher % means a stronger effect; in the data active = a potency from the dose series; inconclusive = inhibition mostly from about 32% at the one dose, without a potency; inactive = the rest, 99 in 100 with inhibition below about 32%; also: strong numbers were not always called active
# WT yeast gro inh: growth inhibition of WT strain, primary screen, mitochondrial fusion inhibitor project, WT and mutant strains, chemical genetic; 190,000 tested, 2.1% active; inhibition, % at 10 µM; mitochondrial fusion phenotypic screen; in the data active = inhibition above about 58%; tested in S. cerevisiae
# Yfh1-off respiration: enhancers of respiration in Yfh1-depleted yeast, dose response, Friedreich's ataxia, plus single-dose screen (AID 1465); fold induction at 50 µM; hits with a dose series show EC50 in µM; 220,000 tested, 0.074% active; S. cerevisiae Yfh1-off respiration, WST-1 reduction, 72 h; higher fold induction means a stronger effect;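 active = fold induction of absorbance versus untreated yeast above a set limit, then at least 30% activation at any dose in follow-up; inconclusive = repeats straddling the limit, or above it without dose testing; inactive = fold induction below the set limit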;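 also: activators that raise dye reduction in frataxin-depleted yeast; strong numbers were not always called active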
# WT yeast gro inh mutant strain: also measured in WT yeast gro inh; calls as there; inhibition, %; mitochondrial fusion phenotypic screen, mutant strain inhibition
# The depositor's hits bear a star; i = inactive; ? = inconclusive; . = no result given; [ ] = remark or other dose.
SMILES,RSV antiviral HEp-2,West Nile virus CPE,Dengue-2 NS5 capping,XIAP displacement,CSM14.1 death rescue,K1F lysis inhibition,Large T inhibition,WT yeast gro inh,WT yeast gro inh mutant strain,Yfh1-off respiration
COc1ccc(-n2c(=O)c3c4c(sc3n3c(=S)[nH]nc23)COC(C(C)C)C4)cc1 (stereo not drawn),6.8%,0.5%,.,.,.,.,17µM*,.,.,i
Cc1nc2c3cc(F)ccc3n(Cc3ccc(F)cc3)c2s1,0.3%,-0.8%,20%,-5.8%,-3.2%,0.1%,4%,14,8,i
O=C(NNC(=O)c1ccco1)c1csc(N2CCOCC2)n1,-0.5%,.,-4%,.,.,1.1%[50 µM],5%,.,.,.
CCNc1oc(-c2ccccc2F)nc1S(=O)(=O)c1ccccc1,2.4%,-0.6%,1%,.,.,0.1%,3%,.,.,.
C=C1CCC[C@]2(C)C[C@H]3OC(=O)C(CNC(C)CC)[C@H]3CC12 (stereo partly drawn),-0.5%,-0.6%,-7%,.,.,0.3%,4%,.,.,.
CCOc1ccc(NC(=O)C2CCN(c3nnnn3-c3ccccc3)CC2)cc1,1.2%,-0.7%,-3%,-1.5%,-3.3%,-0.7%,3%,-6,-6,i
Cc1ccn2c(NC3CCCCC3)c(C(C)C)nc2c1,-0.4%,.,2%,-1.2%,1.9%,6.7%,26%,23,5,.
COc1cc2c(cc1OC)C(c1cccs1)N(C(=O)c1ccncc1)CC2 (stereo not drawn),0.8%,-0.4%,-8%,-3.3%,.,0.2%,9%,9,13,i
CN(Cc1ccccc1)Cc1nc2c(c(=O)n(C)c(=O)n2C)n1Cc1ccccc1Cl,3.1%,-0.5%,-3%,-3.9%,-1.3%,-0.2%,6%,-4,9,i
COc1ccccc1Nc1nc2nonc2nc1N1CCCCC1C (stereo not drawn),19%,-1.5%,12%,-1.0%,-3.0%,-0.1%,7%,18,5,i
O=C(Nc1nnc(-c2ccco2)o1)c1ccc(Cl)s1,-1.9%,0.5%,-3%,.,.,-2.5%[50 µM],9%,.,.,.
COC(=O)c1ccccc1NC(=O)C(=O)NCC1CCCO1 (stereo not drawn),0.8%,-0.2%,-8%,0.1%,-2.1%,1.3%[50 µM],2%,-6,2,i
COC(=O)c1c[nH]n2c(=O)cc(CCl)nc12,-0.3%,-0.3%,3%,-5.3%,-2.1%,7.9%,8%,2,18,i
Cc1cc(C)c2nc(C(F)(F)F)c(C#N)c(N)c2c1,0.4%,-0.3%,0%,-7.1%,1.3%,0.6%,1%,-8,23,i
CCOC(=O)C1(CC2CC2)CCN(Cc2cc(Cl)c(O)c(OC)c2)CC1,0.8%,-0.8%,2%,-1.9%,-0.5%,-0.4%,6%,-12,-4,i
COCCNC(=S)N1CCN(c2nc(-c3ccc(F)cc3)cs2)CC1,4.8%,-0.6%,-3%,.,.,0.2%,-2%,.,.,.
COc1ccc2c(c1)Sc1ccccc1N2,.,-1.9%,-4%,-6.5%,5.1%,0.5%,23%,-5,14,i
CCCCc1ccc(NC(=S)N2CCN(C(=O)c3ccco3)CC2)cc1,9.1%,0.3%,-6%,.,.,1.2%[50 µM],4%,.,.,.
O=C(NCCc1ccccc1)c1cnc(Cl)c(Cl)c1,0.8%,0.1%,-8%,.,.,0.2%,10%,.,.,.
O=C(Cn1nc(-c2ccccc2)c2ccccc2c1=O)NCC1CCCO1 (stereo not drawn),2.8%,-0.1%,-12%,-1.5%,1.9%,2.8%,20%,-14,1,.
S=C(NCCc1ccccc1)NCCc1ccccc1,0.6%,-0.5%,-4%,-4.2%,-6.8%,5.2%,0%,62*,52*,i
COc1ccc(N(CC(=O)N/N=C/c2ccc(-c3ccc([N+](=O)[O-])cc3)o2)S(=O)(=O)c2ccc(C)cc2)cc1,2.3%,-0.6%,-9%,12%,2.4%,0.2%,1%,3,11,i
O=C(NCc1ccncc1)C(=O)NCC1OCCN1S(=O)(=O)c1ccc(F)cc1 (stereo not drawn),1.9%,0.3%,-4%,.,.,0.1%,2%,.,.,.
CS(=O)(=O)N(Cc1ccccc1)c1ccc(C(=O)Nc2ccc(C(N)=O)cc2)cc1,0.4%,-0.4%,-7%,.,.,-2.5%,4%,.,.,.
O=C1CC(SCCc2nc3ccccc3[nH]2)C(=O)N1c1ccc(F)c(Cl)c1 (stereo not drawn),-0.6%,0.6%,2%,.,.,-0.8%,.,.,.,i
COc1ccc(NC(=O)CN2CCN(c3c(C)cccc3C)CC2)cc1,12%,-1.6%,-1%,.,.,0.4%,17%,.,.,.
Cc1cccc(OCC(=O)Nc2ccc(N3CCN(C(=O)c4ccccc4)CC3)cc2)c1C,4.7%,-0.3%,-1%,.,.,0.0%,7%,.,.,.
CC(C)N1C(=O)CCC1C(=O)O (stereo not drawn),0.7%,-0.2%,-11%,-5.5%,-2.2%,1.6%[50 µM],-2%,-1,-13,i
O=C(NCc1ccccn1)c1cc2cc(Br)ccc2oc1=O,1.6%,-0.1%,-3%,-2.0%,5.6%,11%,-3%,-2,11,i
CN(CC(=O)Nc1ccccc1Br)C(=O)CNC(=O)c1ccc(Oc2ccccc2)cc1,7.7%,0.2%,2%,.,.,1.6%[50 µM],7%,.,.,.
COc1ccccc1CC1(C)NC(=O)N(CC(=O)Nc2cc(C)on2)C1=O (stereo not drawn),1.1%,-0.2%,-12%,-0.9%,.,-0.2%,4%,-15,2,i
Cc1ccc(-c2cc3cccc[n+]3cc2-c2ccc(C)cc2)cc1,13%,-1.3%,1%,-6.8%,-1.4%,-0.3%,2%,57,45,i
CCc1nn(-c2ccccc2)c(N)c1-c1ccc(OC)c(OC)c1,6.0%,0.2%,-2%,-0.8%,0.2%,0.4%,14%,.,.,i
CCCn1c(N)c(N(CCOC)C(=O)c2ccc(N3CCCC3=O)cc2)c(=O)[nH]c1=O,-0.8%,.,1%,.,.,1.9%[50 µM],10%,.,.,.
CSc1cccc(NC(=O)N2CCc3ccc(NC(=O)c4ccccn4)cc3C2)c1,41%,0.6%,-9%,.,.,0.5%,11%,.,.,.
CC1CN(C(=O)c2cccc(Oc3ccccc3)c2)CC(C)O1 (stereo not drawn),2.9%,-0.2%,4%,.,.,0.3%,4%,.,.,.
CCCC(=O)N(CCN1CCOCC1)c1nc2c(C)ccc(C)c2s1,1.8%,0.6%,1%,.,.,0.1%,17%,.,.,.
CC1Cc2ccccc2N1C(=O)CSc1nnc2n1C(C)(C)Cc1ccccc1-2 (stereo not drawn),?,-0.5%,-4%,-1.1%,0.9%,0.4%,-1%,2,-22,i
Cc1cccc(N2CCN(C(=S)c3ccccc3)CC2)c1,5.2%,-0.4%,-4%,-4.5%,-0.5%,-0.1%,8%,53,54,i
c1ccc(CSc2nnc(Cc3ccccc3)o2)cc1,7.7%,-0.3%,-6%,-12%,3.8%,2.9%,13%,3,10,i
NC(=S)N/N=C/c1coc2ccc(F)cc2c1=O,5.0%,0.1%,.,.,.,.,27%,.,.,i
N#Cc1c(-c2ccccc2)nc(SCC(=O)Nc2ccc(OC(F)(F)Cl)cc2)[nH]c1=O,3.9%,0.6%,2%,.,.,0.2%,8%,.,.,.
CC(=O)c1cccc(-n2nnnc2SCC(=O)NNC(=O)C2CCCCC2)c1,-2.4%,-0.1%,17%,-1.8%,0.8%,0.3%,3%,6,13,i
CC(=O)Nc1ccc(S(=O)(=O)Nc2cccc(NC(=O)C(C)(C)C)c2)cc1,0.4%,0.3%,2%,-12%,-2.3%,2.4%,3%,-1,-5,i
CCN(CC)Cc1c(O)ccc2c(=O)c(-c3ccccc3Cl)coc12,0.4%,-0.1%,-7%,.,.,0.2%,4%,.,.,.

# Sorted by value in WT yeast gro inh mutant strain (largest number first): 3 from the list above.
Structure	RSV antiviral HEp-2	West Nile virus CPE	Dengue-2 NS5 capping	XIAP displacement	Large T inhibition	WT yeast gro inh mutant strain
CC(=O)c1cccc(-n2nnnc2SCC(=O)NNC(=O)C2CCCCC2)c1	-2.4%	-0.1%	17%	-1.8%	3%	13
c1ccc(CSc2nnc(Cc3ccccc3)o2)cc1	7.7%	-0.3%	-6%	-12%	13%	10
COc1ccccc1CC1(C)NC(=O)N(CC(=O)Nc2cc(C)on2)C1=O (stereo not drawn)	1.1%	-0.2%	-12%	-0.9%	4%	2

# Next compounds follow:
SMILES,RSV antiviral HEp-2,West Nile virus CPE,Dengue-2 NS5 capping,XIAP displacement,CSM14.1 death rescue,K1F lysis inhibition,Large T inhibition,WT yeast gro inh,WT yeast gro inh mutant strain,Yfh1-off respiration
CCCC1=C(C(=O)OCC)C(c2ccc(F)cc2)n2ncnc2N1 (stereo not drawn),-1.0%,-0.2%,-5%,-9.1%,-0.8%,-0.1%,11%,-4,-2,i
Cc1ccc2c(c1)-c1nc3ccccc3cc1C2=NC1CCCCC1,3.0%,-1.4%,-3%,-15%,-2.9%,7.4%,22%,33,34,i
Cn1cc(S(=O)(=O)Nc2cccc(F)c2)c(=O)n(C)c1=O,0.2%,1.2%,-5%,-7.9%,-1.8%,-1.5%,6%,2,-6,i
COc1ccc(-c2nc(CS(=O)CC(=O)NCc3ccco3)c(C)o2)cc1 (stereo not drawn),4.2%,-0.3%,-3%,-1.7%,-1.6%,2.3%,11%,7,5,i
CC(OC(=O)c1cc(=O)[nH]c2ccccc12)c1ccccc1 (stereo not drawn),0.9%,1.8%,-1%,-2.6%,-0.5%,-0.1%,7%,-7,-6,i
CC(C)CNC(=O)NC(=O)COc1ccc(C=O)cc1,1.8%,.,2%,4.8%,0.0%,5.2%,4%,18,-3,.
Nc1c(-c2ccc(F)cc2)cnc2ncnn12,-0.4%,0.5%,0%,-4.7%,-1.8%,0.0%,19%,11,4,i
c1ccc2c(c1)nc(Nc1ccc(N3CCCCC3)cc1)c1nncn12,3.1%,-1.1%,1%,.,.,-0.1%,?,.,.,i
CSc1ccc(S(=O)(=O)N2CCCC2)cc1,1.2%,0.1%,6%,-7.4%,-1.6%,0.6%,3%,-14,-5,i
Cc1onc(-c2ccccc2)c1C(=O)OCCOc1ccc([N+](=O)[O-])cc1[N+](=O)[O-],2.7%,-0.4%,-9%,.,.,0.1%,5%,.,.,.
CC(=O)c1ccc(NC(=O)Cn2nc(C)cc2C)cc1,0.7%,0.4%,4%,-3.1%,0.5%,0.4%,0%,12,-20,i
CC(C)C(C(=O)OCC(=O)c1ccc2c(c1)NC(=O)CO2)N1C(=O)c2ccccc2C1=O (stereo not drawn),1.0%,-0.6%,-4%,-6.1%,5.8%,0.1%,2%,-5,-64,i
O=C(NCC1CC1)c1onc(CSc2ccccc2)c1C(=O)NCC1CC1,-1.2%,-0.5%,-2%,.,.,0.3%,-4%,.,.,i

# Bioassay records: PubChem BioAssay, several laboratories
